Bioassay records from PubChem BioAssay.
TAAR1 agonist = agonists of human TAAR1 | CHO RD-HGA16 TAAR1, Fluo-8 calcium fluorescence; vehicle wells 0%, saturating PEA agonist 100% | activation, % at 3 µM | actives 0.99% (n = 360,000) | AID 624467;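 active means activation above the mean activation of all test compounds in the run plus 3 SD, cut at about 38% in these data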
Target sequence (Q96RJ0 whole entry, looked up): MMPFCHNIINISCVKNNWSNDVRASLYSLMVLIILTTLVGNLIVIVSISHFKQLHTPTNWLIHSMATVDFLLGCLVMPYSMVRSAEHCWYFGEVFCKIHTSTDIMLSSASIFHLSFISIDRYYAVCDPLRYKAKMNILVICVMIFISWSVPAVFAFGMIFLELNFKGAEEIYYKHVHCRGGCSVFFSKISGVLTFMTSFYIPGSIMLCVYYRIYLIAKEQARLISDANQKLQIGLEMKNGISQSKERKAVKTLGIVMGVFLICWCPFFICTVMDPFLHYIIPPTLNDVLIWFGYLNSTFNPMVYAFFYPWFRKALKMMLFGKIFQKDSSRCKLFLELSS
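System: CHO-derived RD-HGA16 cells with stable Gα16 and human TAAR1 / Times: 17-24 h plating, Fluo-8 75 min 37 °C, 30 min RT / Technique: calcium-sensitive Fluo-8 signal, excitation 470-495, emission 515-575 nm / Measure: % activation relative to PEA EC100 response / Benchmarks: DMSO and PEA EC100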
OXTR potentiate = human OXTR potentiation. actives 0.061% (n = 320,000). P30559. CHO-OTR cells, Fluo-8 calcium fluorescence, potentiator mode; 0% = oxytocin EC15, 100% = EC100. activation, % at 3 µM;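 active means activation above that plate's cutoff, the mean activation of tested compounds plus 3 SD, cut at about 6.6% in these data, passing the limit was not always enough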;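 further: 100% uses oxytocin at 75 nM as the full agonist control; some results filed as inactive read as strong as hits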
Target sequence (P30559 whole entry, looked up): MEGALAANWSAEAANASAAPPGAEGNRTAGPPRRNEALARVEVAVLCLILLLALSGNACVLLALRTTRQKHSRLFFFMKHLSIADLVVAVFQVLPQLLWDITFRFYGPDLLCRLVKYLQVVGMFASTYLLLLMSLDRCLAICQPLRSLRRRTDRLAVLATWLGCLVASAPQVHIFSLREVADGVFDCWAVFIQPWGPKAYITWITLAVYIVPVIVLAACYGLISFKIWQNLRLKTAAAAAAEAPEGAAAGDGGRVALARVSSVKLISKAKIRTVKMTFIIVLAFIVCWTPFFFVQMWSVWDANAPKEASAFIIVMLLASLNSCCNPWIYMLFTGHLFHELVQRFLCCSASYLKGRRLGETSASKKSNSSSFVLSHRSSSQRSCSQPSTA
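Assay system: CHO cell line stably expressing human OTR | Also added: Oxytocin at about EC15, sub-maximal agonist stimulus | Times: Compound 6 min at room temperature before oxytocin, 100 s read | Measured by: Fluo-8 intracellular calcium fluorescence, ex 470-495, em 515-575 nm | Controls: EC15 oxytocin alone as 0%, 75 nM oxytocin as 100%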
TAAR1 antagonist = antagonists of human TAAR1; Q96RJ0; CHO RD-HGA16 TAAR1, Fluo-8 calcium fluorescence, antagonist; inhibition, % at 3 µM; actives 1.5% (n = 360,000); AID 624466;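 active means inhibition above a per-plate cutoff, the mean inhibition of test compounds on that plate plus 3 SD, cut at about 49% in these data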;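 further: 0% = DMSO plus EC80 beta-PEA response and 100% = DMSO alone without agonist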
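Assay system: CHO-derived RD-HGA16 cells stably expressing human TAAR1 plus Gα16. Timing: 140 s kinetic read after compound, 140 s after agonist. Technique: kinetic Fluo-8 calcium fluorescence measurement. Measure: % inhibition of agonist calcium response.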
CHO parental Ca = counter-screen: ATP calcium response change in parental CHO cells | AID 463079 | actives 0.63% (n = 330,000) | inhibition, % at 5.6 µM | parental CHO-K1, ATP-induced calcium, Fluo-8 fluorescence;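 active means inhibition above that plate's mean sample inhibition plus 3 SD, cut at about 26% in these data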;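 further: 0% = ATP-challenged DMSO wells and 100% = DMSO wells without ATP; some compounds past the cut are filed as inactive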
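Test system: untransfected parental CHO cell line; also added: ATP stimulus; dosing: 5.6 µM, single dose; signal: calcium-sensitive Fluo-8 fluorescence; measure: percent inhibition of ATP-evoked calcium rise, normalized to controls; benchmarks: low control ATP plus DMSO, high control DMSO only; replication: one well per compound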
CHO-K1 Ca PAM = nonselective activator or artifact in parental CHO-K1 calcium assay; actives 0.02% (n = 360,000); AID 602247; activation, % at 3 µM; ATP EC20, Fluo-8 calcium fluorescence; 0% at ATP EC20, 100% at ATP max;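 active means activation above the run cutoff, the mean activation of all test compounds plus 3 SD, cut at about 40% in these data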;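 further: peak over basal fluorescence ratio in a 140 s read after ATP addition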
CHO-K1 Ca ag = M1 agonist counterscreen hit in parental CHO-K1 cells; AID 602248; activation, % at 3 µM; actives 0.48% (n = 360,000); Fluo-8 calcium fluorescence; scaled to maximal ATP response, vehicle zero; in the data active means activation above about 15%;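 further: untransfected CHO-K1 host cells lacking M1 receptor as counterscreen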
V1aR counter = V1a receptor agonism, counter-screen for OXTR agonists; P37288; CHO-V1R cells, Fluo-8 calcium fluorescence, agonist mode; 0% DMSO, 100% 3 nM vasopressin; activation, % at 3 µM; actives 0.25% (n = 320,000);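 active means activation above the mean activation of all tested compounds plus 3 SD, per screening run, cut at about 20% in these data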;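 further: signal is peak over basal fluorescence ratio across a 100 second FLIPR read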
CHRM1 agonist = agonists of human M1 muscarinic receptor. actives 0.33% (n = 360,000). CHO-K1 hM1, Fluo-8 calcium fluorescence, agonist mode; 0% DMSO, 100% acetylcholine EC100. activation, % at 3 µM. P11229;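 active means activation above the run's mean compound activation plus 3 SD, cut at about 16% in these data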;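 further: peak over basal fluorescence ratio within a 140 s kinetic read after compound addition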
CHO-K1 Ca antag = M1 antagonist counterscreen hit in parental CHO-K1 cells; ATP-induced calcium, Fluo-8 fluorescence; inhibition, % at 3 µM; AID 602250; actives 0.6% (n = 360,000);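 active means inhibition above a per-plate cutoff, the plate's mean sample inhibition plus 3 SD, cut at about 24% in these data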;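 further: 0% = DMSO plus EC80 ATP and 100% = DMSO alone without ATP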
* = called active by the depositor; x = not tested or not shown; & = joins results of further samples.

Each structure is followed by: TAAR1 agonist	OXTR potentiate	TAAR1 antagonist	CHO parental Ca	CHO-K1 Ca PAM	CHO-K1 Ca ag	V1aR counter	CHRM1 agonist	CHO-K1 Ca antag
> CN1CC(=O)N2C(c3cccc([N+](=O)[O-])c3)c3[nH]c4ccccc4c3C[C@H]2C1=O (stereo partly specified)
    3	-8	3	0	15	4.3	6.2	-8	-17
> Cc1ccc(S(=O)(=O)N2CCOCC2)cc1C(=O)N1CCN(c2ccc(C(F)(F)F)cn2)CC1
    2	-9	-13	-14	7	5.6	8.1	-2	-13
> CC1CCCC(NC(=O)CCn2c(=S)oc3ccccc32)C1C (stereo unspecified)
    1	5	-34	-14	19	0.7	-0.6	-5	-15
> COc1cc(/C=N/NC(=O)NC2CCCCC2)ccc1O
    0	0	-9	-15	3	0.5	0.2	-2	-18
> COc1cccc(OCC(=O)O)c1
    0	-13	12	-4	-1	0.8	0.1	-5	-10
> O=C(Nc1cccc([N+](=O)[O-])c1)c1ccc2c(c1)C(=O)N(c1ccccn1)C2=O
    8	-5	3	-3	12	0.4	0.8	1	-13
> COC(=O)c1c(NC(=O)CN2C(=O)C(=O)N(C(C)C)C2=O)sc(C)c1C
    -1	-6	-35	-29	-15	0.4	-0.4	-4	-10
> CCN(CC)S(=O)(=O)c1ccc(-c2nnco2)cc1
    8	0	6	-5	-4	0.0	0.5	-2	2
> CCOC(=O)c1c(C)[nH]c(C(=O)CSc2nccc(C)n2)c1C
    12	-18	17	-10	1	7.5	6.8	1	-4
> Cc1c(C(=O)Nc2ccc3c(c2)CCC3)cccc1[N+](=O)[O-]
    0	1	19	-6	-4	2.9	1.7	-7	7
> Cc1ccc(N(CCC#N)C(=O)CN2C(=O)NC(Cc3ccccc3)C2=O)cc1 (stereo unspecified)
    1	-2	8	-20	12	2.6	0.1	-2	-17
> CCOC(=O)c1cnc(SCC(=O)NCc2cccs2)nc1N
    4	-1	-4	-10	9	1.4	0.0	0	-26
> Cc1ccc(CNC(=O)C2CNc3cc(C)ccc3O2)cc1 (stereo unspecified)
    4	-1	0	-16	31	1.5	-0.9	-6	-19
> Cc1[nH]c2ccccc2c1C(=O)CSc1ccc(Cl)cc1
    10	-22	39	18	16	13	1.0	-8	-1
> CN(C)S(=O)(=O)c1ccc(N2CCCC2)c(C(=O)NCC2CCCO2)c1 (stereo unspecified)
    0	-2	7	-8	14	1.3	-1.1	-2	-4
> CC1CCCN(C(=O)CSc2nc3ncccc3[nH]2)C1 (stereo unspecified)
    3	1	-28	-7	-10	0.1	0.6	-4	-13
> CCOC(=O)c1c(C)[nH]c(C)c1C(=O)COC(=O)/C=C/c1ccco1
    1	-1	-4	-8	-10	0.1	2.3	-4	2
> CC(C)N(Cc1ccccc1)C(=O)CN1C(=O)c2ccccc2C1=O
    2	6	-20	-3	8	0.6	0.0	-4	-4
> Nc1cc(SCc2ccc(Cl)cc2Cl)ncn1
    1	x	-24	x	32	0.7	x	-3	-18
> C=CCN1C(c2ccc(OCC)cc2)=CS/C1=C(\C#N)c1nnc2n1CCCCC2
    12	-1	15	-27	19	6.0	1.1	-3	-6

Arranged by molar mass (lowest first): part of the list above
Each structure is followed by: TAAR1 agonist	OXTR potentiate	TAAR1 antagonist	CHO parental Ca	CHO-K1 Ca PAM	CHO-K1 Ca ag	V1aR counter	CHRM1 agonist	CHO-K1 Ca antag
> CC(C)N(Cc1ccccc1)C(=O)CN1C(=O)c2ccccc2C1=O
    2	6	-20	-3	8	0.6	0.0	-4	-4
> CCOC(=O)c1cnc(SCC(=O)NCc2cccs2)nc1N
    4	-1	-4	-10	9	1.4	0.0	0	-26
> CN(C)S(=O)(=O)c1ccc(N2CCCC2)c(C(=O)NCC2CCCO2)c1 (stereo unspecified)
    0	-2	7	-8	14	1.3	-1.1	-2	-4

Next part:
Each structure is followed by: TAAR1 agonist	OXTR potentiate	TAAR1 antagonist	CHO parental Ca	CHO-K1 Ca PAM	CHO-K1 Ca ag	V1aR counter	CHRM1 agonist	CHO-K1 Ca antag
> O=C(/C=C/c1ccc([N+](=O)[O-])cc1)c1ccco1
    0	-3	6	-17	13	0.4	0.7	0	-7
> Cn1c(C(=O)N2CCC(C(=O)NCc3ccccc3)CC2)cc2sccc21
    9	-6	-2	0	-10	1.7	3.7	-3	8
> N#CCc1ccc(OC(=O)c2cccnc2)cc1
    0	-9	-4	14	-4	0.1	-1.3	0	-3
> COc1ccc(-c2cc(C(=O)N3CCCCCC3)c3cc(C)ccc3n2)cc1
    -2	-7	12	-20	5	1.9	-0.4	-3	-9
> O=[N+]([O-])c1ncn(C23CC4CC(CC(C4)C2)C3)n1
    0	-1	-28	1	12	1.3	0.2	-5	-4
> CCOc1ccc(OCC)c(NC(=O)CCCN2C(=S)NC(C)(C)CC2C)c1 (stereo unspecified)
    -2	1	0	-10	16	0.2	0.1	-7	-10
> CC1Sc2ccc(S(=O)(=O)N3CCC(C(=O)Nc4cccc(Cl)c4)CC3)cc2NC1=O (stereo unspecified)
    4	-6	49*	58*	-9	5.0	6.1	-2	7
> COc1ccc(-c2cnc3c(c2)C(=O)N([C@H](C)CO)C[C@H](C)[C@H](CN(C)C(=O)Cc2cccnc2)O3)cc1
    1	x	-17	x	-7	-0.2	x	-11	15
> CC1(C(=O)Nc2ccc(Cl)c(C(F)(F)F)c2)Cc2c(-c3ccc4c(c3)OCO4)ccnc2O1 (stereo unspecified)
    2	x	-43	x	5	0.5	x	-3	-11
> Cc1csc(NC(=O)c2cccc(S(=O)(=O)N3CCN(C)CC3)c2)n1
    7	-18	5	11	4	-0.1	0.5	-5	-4
> CCOC(=O)c1sc(=S)n(C)c1NC(=O)c1ccc(C(C)(C)C)cc1
    -1	-16	8	-17	-7	3.9	7.2	-4	-2
> O=C(O)CC(NS(=O)(=O)c1cccc2nsnc12)c1ccc(F)cc1 (stereo unspecified)
    2	6	-1	-12	-4	-0.2	0.4	-2	2
> O=C(/C=C/c1cn(CC(O)CN2CCCCCC2)c2ccccc12)c1cccs1 (stereo unspecified)
    5	-8	0	-10	0	2.9	2.3	-6	-14
> CCOc1ccc(C(=O)OCC(=O)Nc2ccc3c(c2)OCCO3)cc1OC
    6	-5	-15	-11	4	-0.1	1.1	-1	-11
> CCOC(=O)c1ccc(OCc2nc(-c3cccs3)no2)cc1
    3	-6	-7	-14	18	4.3	0.5	-6	1
> CCOc1ccccc1C(=O)NC(C(=O)NCc1ccccc1OC)C(C)C (stereo unspecified)
    0	-2	-14	-3	10	0.4	-1.4	-2	-18
> N=C1SCC(=O)N1c1nc(-c2ccccc2)cs1
    2	3	0	-8	23	0.4	-0.3	-2	-15
> CCN(Cc1ccccc1)C(=O)c1ccc(N(C)S(=O)(=O)c2ccc(C)cc2)cc1
    1	-6	22	-15	18	2.1	0.3	-2	-4
> C=CCNC(=O)c1cccc2c1C(=O)c1ccc(N3CCOCC3)cc1S2(=O)=O
    11	1	-3	-6	-2	1.0	2.0	2	-8
> COc1ccccc1NC(=O)N(C)C[C@@H]1Oc2ncc(Br)cc2C(=O)N([C@H](C)CO)C[C@@H]1C
    5	x	-5	x	-5	0.1	x	-6	-7
> O=C(c1[nH]c(C(F)(F)F)nc1-c1ccccc1)N1CCN(c2ncccc2C(F)(F)F)CC1
    7	x	3	x	0	1.8	x	1	5
> CCN(CC(=O)Nc1ccc(NC(C)=O)cc1)C(=O)/C=C/c1ccc([N+](=O)[O-])cc1
    1	-2	10	18	9	2.5	1.6	-1	3
> CCCCNc1c(-c2ccc(SC(C)CC)cc2)nc2ccccn12 (stereo unspecified)
    12&-1	-11	96*	87*	-18&-14	0.6&3.7	-1.1	-6	13&12
> CCc1ccc(C(=O)O)cc1
    1	-4	-38	2	-18	0.2	1.2	-2	20
> CC(=O)c1c(C)[nH]c(C(=O)COC(=O)c2nccnc2N)c1C
    1	0	-2	-5	15	0.9	2.3	-2	-8
> C#CCCc1ccccc1/C=[N+](/C)[O-]
    2	-6	0	-13	10	0.1	0.0	-10	-17
> Cc1ccc(N2CC(C(=O)Nc3ccc(S(=O)(=O)Nc4nccs4)cc3)CC2=O)cc1C (stereo unspecified)
    7	-10	-13	0	8	0.3	1.5	1	9
> Cc1cc(=O)oc2cc(OCC(=O)Nc3c(Cl)cccc3C(F)(F)F)ccc12
    2	-4	-3	-11	0	1.9	4.0	-3	-4
> CCc1ccc(CCC(=O)Nc2ccc(Cl)cc2)o1
    1	-17	-16	-10	1	0.7	-0.6	-7	5
> O=C1[C@H]2[C@@H](c3ccc(C(F)(F)F)cc3)N[C@]3(CCCN(Cc4ccccc4)C3=O)[C@H]2C(=O)N1Cc1ccccc1
    4	x	-8	x	17	1.1	x	-7	-2
> O=C(Cn1cnc2scc(-c3ccc(Cl)cc3)c2c1=O)N1CCOCC1
    -2	-6	-20	-21	12	0.5	2.5	-2	-14
> O=C(Nc1ccc(S(=O)(=O)N2CCCCC2)cc1)C1CCN(C(=O)c2ccc(F)cc2)CC1
    5	-9	-28	7	-18	11	0.3	-3	19
> O=C(C1COc2ccccc2O1)N1CCc2ccccc2C1 (stereo unspecified)
    9	-4	7	-18	12	0.3	-0.3	5	-1
